Screening data: PubChem, Broad Institute
PGC1a acetyl inh = inhibitors of PGC1a acetylation signal, primary screen, cell-based, U2OS, AlphaScreen, inhibitor mode; AlphaScreen anti-acetyl-lysine; with virally co-expressed GCN5 acetyltransferase; inhibition, % at 15.6 µM; actives 0.17% (n = 350,000);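 active = every replicate shows inhibition of at least 40%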;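 note: 0% = neutral control wells and 100% = positive control wells; some results beyond the cut were filed as inactive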
E-selectin induc = E-selectin induction in HUVECs, primary screen, imaging, HUVEC, immunofluorescence imaging, single point; activation, % at 7.58 µM; actives 0.37% (n = 260,000); normalized: neutral wells 0, TNF-alpha wells 100; P16581;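 active = mean E-selectin-positive cell signal at least 10% of the positive control, reached in at least 60% of replicates, without over 20% cell loss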;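 note: in these data hits start at about 27%; measured in HUVEC primary endothelial cells; signal is the percent of cells scored E-selectin positive by PE staining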
Target sequence (P16581 whole entry, looked up): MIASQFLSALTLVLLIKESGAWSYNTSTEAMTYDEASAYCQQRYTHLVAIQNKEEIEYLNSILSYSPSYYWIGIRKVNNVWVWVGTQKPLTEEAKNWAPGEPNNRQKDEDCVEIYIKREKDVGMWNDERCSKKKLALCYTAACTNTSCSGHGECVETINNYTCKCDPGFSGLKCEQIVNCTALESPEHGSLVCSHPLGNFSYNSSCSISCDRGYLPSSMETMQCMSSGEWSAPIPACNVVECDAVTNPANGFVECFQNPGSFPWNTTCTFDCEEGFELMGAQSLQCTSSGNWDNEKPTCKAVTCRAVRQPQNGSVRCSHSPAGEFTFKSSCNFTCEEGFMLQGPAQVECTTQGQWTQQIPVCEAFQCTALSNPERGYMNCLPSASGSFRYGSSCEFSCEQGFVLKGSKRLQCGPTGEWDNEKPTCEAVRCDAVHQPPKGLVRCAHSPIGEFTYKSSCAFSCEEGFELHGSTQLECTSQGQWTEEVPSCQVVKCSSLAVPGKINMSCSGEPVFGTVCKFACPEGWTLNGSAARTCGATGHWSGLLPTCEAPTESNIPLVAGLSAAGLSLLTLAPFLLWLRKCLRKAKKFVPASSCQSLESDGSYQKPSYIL
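Test system: HUVEC | Signal: Immunofluorescence imaging | Read-out: Percent E-selectin-positive cells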
PglD DTNB = C. jejuni PglD acetyltransferase inhibitors, primary screen, biochemical, DTNB colorimetric, single point; UDP-N-acetylbacillosamine N-acetyltransferase PglD (Campylobacter jejuni); purified PglD enzyme, DTNB colorimetric CoA detection; inhibition, % at 12.5 µM; actives 0.098% (n = 360,000); AID 602405, 2012; in the data active = inhibition above about 16%, passing the limit was not always enough; note: strong numbers were not always called active
RAD52 anneal inh = RAD52 DNA annealing inhibitors, primary screen, biochemical, FRET, single point, set 2; DNA repair protein RAD52 homolog (Homo sapiens), P43351; recombinant RAD52 DNA annealing, FRET fluorescence; inhibition, % at 18.7 µM; actives 0.46% (n = 360,000); AID 651710, 2012;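 active = every replicate showing at least 50% inhibition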
Target sequence (P43351 whole entry, looked up): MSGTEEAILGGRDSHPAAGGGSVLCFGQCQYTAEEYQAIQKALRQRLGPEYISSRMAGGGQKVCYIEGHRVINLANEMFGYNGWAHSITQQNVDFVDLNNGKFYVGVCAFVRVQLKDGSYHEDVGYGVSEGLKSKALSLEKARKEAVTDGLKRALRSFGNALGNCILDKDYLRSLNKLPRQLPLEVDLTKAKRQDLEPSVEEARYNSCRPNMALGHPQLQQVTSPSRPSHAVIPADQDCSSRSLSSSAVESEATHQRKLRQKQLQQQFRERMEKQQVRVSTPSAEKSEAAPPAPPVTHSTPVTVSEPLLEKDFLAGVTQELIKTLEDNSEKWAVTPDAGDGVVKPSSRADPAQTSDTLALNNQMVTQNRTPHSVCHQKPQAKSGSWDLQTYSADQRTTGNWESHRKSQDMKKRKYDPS
ERAP1 inh = human ERAP1 aminopeptidase inhibitors, primary screen, biochemical, single point, plate reader; recombinant ERAP1, Leu-AMC fluorescence, 60 min; inhibition, % at 10.7 µM; actives 0.15% (n = 340,000); AID 652197, 2013;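 active = mean replicate inhibition of at least 30%, or all replicates individually reaching that 30% level; inactive = mean below 30% and not every replicate reaching it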;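 note: 0% = neutral control wells and 100% = L-leucinethiol positive control wells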
RAD54 inh = inhibitors of human RAD54 branch migration, primary screen, biochemical, fluorescence, single point. DNA repair and recombination protein RAD54-like (Homo sapiens), Q92698. AID 602329, 2012. RAD54 Holliday junction branch migration, FAM/BHQ fluorescence. actives 0.14% (n = 360,000). inhibition, % at 10.4 µM;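 active = mean normalized replicate activity at least 40 and at least half of replicates scoring 40 or more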;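 note: 0% = median of neutral control wells and 100% = median of positive control wells; inhibitors cause a drop in the FAM fluorescence signal; in these data hits start at about 50%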
miR122 inh = miR-122 Renilla sensor signal increase in Huh7, primary screen, miR-122 inhibitor project, cell-based, single point, plate reader; Huh7 miR-122 Renilla luciferase sensor, 48 h; neutral wells = 0, positive control = 100; activation (reporter increase), % at 12.5 µM; actives 0.3% (n = 340,000);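 active = mean replicate activation score at least 90 and every replicate individually at or above 90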;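 note: higher luciferase means less miR-122 activity so hits act as miR-122 inhibitors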
Cneo AK release = Cryptococcus neoformans cell lysis inducers, primary screen, AK release luminescence, single concentration | C. neoformans lysis, adenylate kinase release luminescence, 4 h; normalised: neutral wells 0, clomiphene wells 100 | lysis activity, % at 15 µM | actives 0.2% (n = 360,000);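 active = mean lysis activity across replicates of at least 80%, whatever share of replicates individually reach that level; inactive = mean lysis activity below 80%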
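Signal: Adenylate kinase release luminescence | Assay system: Log-phase Cryptococcus neoformans yeast cells | Input: Cells at 5 × 10^6 per mL | Buffer or medium: Fresh YPD growth medium | Compound: Single dose | Schedule: Static 4 h at 37 °C with compound, 1 h detection | Controls: Clomiphene | Read-out: Luminescence rise reflecting yeast cell lysis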
* = called active by the depositor; i = inactive; · = not tested or not shown; & = joins results of further samples; [ ] = remark or other dose.

SMILES	PGC1a acetyl inh	E-selectin induc	PglD DTNB	RAD52 anneal inh	ERAP1 inh	RAD54 inh	miR122 inh	Cneo AK release
C=CS(=O)(=O)c1c2cc(OC)ccc2nc2ccc(OC)cc12	-41	·	·	32	-10	·	-6	·
Cc1ccsc1/C=N/N=C/c1sccc1C	·	·	7	-8	-2	-9	·	-6
CC(C)OP(=O)(c1ccc(N(C)C)cc1)C(O)c1c(Cl)cccc1Cl (stereo not given)	6	·	-2	·	·	-9	12	-1
O=C(NCCc1ccccn1)C(F)(F)C(F)(F)C(F)(F)C(F)(F)C(F)(F)C(F)F	-9	·	-1	·	·	5	-6	4
OC[C@@H]1[C@H](c2ccc(-c3ccc(F)cc3)cc2)[C@@H]2CN(Cc3ccncc3)CCCCN12	-3	-0.1	1	-5	2	4	5[16.7 µM]	1
COc1cccc(C2=CC(c3ccccc3)n3nnnc3N2)c1 (stereo not given)	-3	·	-5	-39	-8	-15	26	-2
O=C(NCc1ccccc1)C1=C[C@@H](C2CC2)C[C@@H](OCCCCO)O1	14	0.0	1	-9&17	-3&4	1	·	3&46
Cc1cccc(CNC(=O)c2ccccc2NC(=O)C2=CSCCO2)c1	-4	-0.3	11	-13	-1	14	-2	-3
Cc1ccc(NC(=O)NC(=O)CSc2nnnn2C)c(C)c1	-5	·	2	·	·	1	-4	1
CCC1CN2CCc3cc(OC)c(OC)cc3C2CC1CC1c2cc(OC)c(OC)cc2CCN1C(=O)C(Cc1c[nH]c2ccccc12)NC(=O)OC(C)(C)C (stereo not given)	·	0.1	·	i	2	·	-6	·
O=S(=O)(c1cccs1)n1cnc2ccccc21	-4	·	0	·	·	-2	-1	0
CCc1cc(C(=O)N2CCCC(C(=O)c3cccc(OC(C)C)c3)C2)n(C)n1 (stereo not given)	2	·	-1	-16	-2	-11	-6	0
Cn1c(=O)c(N=O)c(N)n(Cc2ccccc2)c1=S	·	0.1	-2	-9	-1	-7	·	0
O=C(c1ccc(-c2ccccc2)cc1)C1CCCN(C(=O)c2ccncc2)C1 (stereo not given)	-1	·	·	-7	-4	·	-1	·
Cc1ccc(-c2nnn(CC(=O)N(Cc3ccccc3F)C(C(=O)NC3CCCC3)c3ccncc3)n2)o1 (stereo not given)	-14	·	9	·	·	-4	13	1
O=C1NC2C3CC(c4ccccc43)C12 (stereo not given)	2	0.3	-2	-5	-2	1	-4	0
Cc1ccc(S(=O)(=O)N(C)C[C@H]2OCCCC[C@@H](C)Oc3ccc(NS(C)(=O)=O)cc3C(=O)N([C@@H](C)CO)C[C@H]2C)cc1	-12	-0.2	-1	18	0	0	2[16.7 µM]	0
O=C(CC(c1ccccc1)c1ccccc1)Nc1ccc(Cl)cn1	·	·	2	-11	2	4	·	-2
CCc1ccc(NC(=O)CN2CCN(c3ccc(OC)cc3)CC2)cc1	-3	·	5	-20	1	2	-7	0
COC(=O)N(C)C[C@H]1OCc2cn(nn2)CCCC(=O)N([C@H](C)CO)C[C@H]1C	7	0.1	3	-11	-2	-5	0[16.7 µM]	8
Cc1ccc2nc3n(c2c1)CCCN3	-15	0.4	-1	-2	1	-1	11	-4
C[C@@H]1CN([C@@H](C)CO)C(=O)c2cc(/C=C/c3ccccc3)cnc2O[C@H]1CN(C)C(=O)c1cnccn1	-3	0.5	-1	-1	1	6	-7[16.7 µM]	-9
Cc1ccc(N(CC(=O)N=Nc2c(O)[nH]c3ccccc23)S(C)(=O)=O)c(C)c1	10	·	·	-24	-1	·	-3	·
CCS(=O)(=O)N1CCCCN2[C@H](CO)[C@H](c3ccc(-c4ccccc4)cc3)[C@@H]2C1	-1	0.4	5	-31	-3	3	1[16.7 µM]	-2
COc1ccc(NC(=O)Nc2ccc3c(c2)CC(=O)N([C@@H](C)CO)C[C@H](C)[C@@H](CN(C)CC2CC2)O3)cc1	0	5.2	1	14	2	0	-1[16.7 µM]	2
CCOC(=O)Nc1ccc2c(c1)N(C(=O)CCN(C)C)c1ccccc1CC2	-13	-0.1	-6	20	-1	-6	1	8
Cc1cc(C)cc(OCC(O)CN2CCN(C(=O)c3ccco3)CC2)c1 (stereo not given)	1	·	-6	-4	-6	-5	-3	1
C[C@@H]1CN([C@@H](C)CO)C(=O)CCCn2cc(nn2)CO[C@H]1CN(C)Cc1ccc(C(=O)O)cc1	4	-0.1	·	0	0	·	·	·
COc1ccc(CCNC(=O)C(=O)NCc2ccc(C(C)C)cc2)cc1OC	-2	·	-2	·	·	2	-13	6
Cc1nc(SCC(=O)N2CCCc3ccccc32)c2oc3ccccc3c2n1	8	·	3	6	-3	-1	-4	-1
COc1ccccc1NC(=O)N1CCN(c2cccc(C(F)(F)F)c2)CC1	-10	·	-4	-17	2	1	-6	1
COc1cccc(S(=O)(=O)Nc2ccc3c(c2)[C@@H]2C[C@H](CC(=O)NCc4ccccc4F)O[C@H](CO)[C@@H]2O3)c1	-5	-0.3	-3	-13	2	13	8[16.7 µM]	0
O=C(C[C@H]1C/C=C\CCCCC(=O)OC[C@H]2CCCN2C1=O)N[C@H](CO)Cc1ccccc1	-13	1.1	7	-10	-1	2	5	3
O=C(CCn1c(=O)[nH]c2ccccc2c1=O)Nc1ccccc1	2	·	-1	·	·	9	-1	0
COc1cc(/C=C2/SC(=S)N(CCC(=O)Nc3cccnc3)C2=O)cc(OC)c1OC	-16	-0.3	-3	-8	-1	-3	-1	-1
N#Cc1cc(C(=O)c2ccccc2O)cn(-c2ccc(Cl)cc2)c1=O	-10	·	-1	-30	1	-4	5	11
CC1=CC(C)(C)Nc2ccc(OC(=O)C(Cc3ccccc3)N3C(=O)C4CCCCC4C3=O)cc21 (stereo not given)	-1	·	-1	·	·	-7	2	29
NS(=O)(=O)c1ccc(CCNC(=O)c2ccc(Cl)cc2[N+](=O)[O-])cc1	-10	·	·	-13	-3	·	-8	·
COc1ccc(C2(O)CCN(C(=O)Cc3cccnc3)CC2)cc1	-5	·	-4	·	·	4	-6	1
Cc1ccc(C(=O)OCC(=O)N(CC(C)C)c2c(N)n(Cc3ccccc3)c(=O)[nH]c2=O)o1	-9	-0.5	-6	-13	2	-2	-3	3
C[C@@H]1CN([C@H](C)CO)C(=O)c2cccc(NC(=O)Nc3ccc(F)cc3)c2O[C@H]1CN(C)Cc1ccc2c(c1)OCO2	-2	0.3	3	4	0	-2	21[16.7 µM]	2
Cc1ccc(OCC(O)CN2CCN(CC(O)COc3ccc(C)cc3)CC2)cc1 (stereo not given)	3	·	-5	·	·	-3	-5	-2
Nc1ccccc1C(=O)NCCN1CCNC1=O	2	3.0	·	-2	4	·	-6	·
CC(=O)c1c(C)nn(CC(O)Cn2c3c(c4cc(C)ccc42)CCCC3=O)c1C (stereo not given)	-9	·	1	·	·	-3	-5	0
Cc1noc(C)c1S(=O)(=O)N(C)C[C@@H]1Oc2ccc(NC(=O)c3ccncc3)cc2CC(=O)N([C@@H](C)CO)C[C@@H]1C	-2	0.1	-4	-9	0	3	20[16.7 µM]	6
CC1CCCCN1CC(=O)NC(=O)NCc1ccccc1 (stereo not given)	0	-0.6	-3	·	·	6	-7	-1
COc1ccc2c3c([nH]c2c1)[C@@H](CO)N(Cc1ccncc1)CC31CCN(Cc2ccc(-c3ccccn3)cc2)CC1	6	0.7	·	-50	-2	·	·	·
NCC[C@@H]1CC[C@@H](NS(=O)(=O)Cc2ccccc2)[C@@H](CO)O1	-6	-0.3	4	1	0	3	-12[16.7 µM]	2
CN1CCN(NC(=O)/C=C/c2ccc(C(C)(C)C)cc2)CC1	·	0.4	1	0	6	-5	·	8
C[C@@H]1CN([C@@H](C)CO)C(=O)Cc2cc(NS(=O)(=O)c3ccc(F)cc3)ccc2O[C@@H]1CN(C)Cc1ccc(C(=O)Nc2ccccc2N)cc1	5	1.0	0	0	1	-12	9[16.7 µM]	-2

4 of these compounds, set out differently:
SMILES: CC1CCCCN1CC(=O)NC(=O)NCc1ccccc1 (stereo not given)
- PGC1a acetyl inh: 0
- E-selectin induc: -0.6
- PglD DTNB: -3
- RAD52 anneal inh: ·
- ERAP1 inh: ·
- RAD54 inh: 6
- miR122 inh: -7
- Cneo AK release: -1
SMILES: Cc1ccc(OCC(O)CN2CCN(CC(O)COc3ccc(C)cc3)CC2)cc1 (stereo not given)
- PGC1a acetyl inh: 3
- E-selectin induc: ·
- PglD DTNB: -5
- RAD52 anneal inh: ·
- ERAP1 inh: ·
- RAD54 inh: -3
- miR122 inh: -5
- Cneo AK release: -2
SMILES: C[C@@H]1CN([C@H](C)CO)C(=O)c2cccc(NC(=O)Nc3ccc(F)cc3)c2O[C@H]1CN(C)Cc1ccc2c(c1)OCO2
- PGC1a acetyl inh: -2
- E-selectin induc: 0.3
- PglD DTNB: 3
- RAD52 anneal inh: 4
- ERAP1 inh: 0
- RAD54 inh: -2
- miR122 inh: 21[16.7 µM]
- Cneo AK release: 2
SMILES: NCC[C@@H]1CC[C@@H](NS(=O)(=O)Cc2ccccc2)[C@@H](CO)O1
- PGC1a acetyl inh: -6
- E-selectin induc: -0.3
- PglD DTNB: 4
- RAD52 anneal inh: 1
- ERAP1 inh: 0
- RAD54 inh: 3
- miR122 inh: -12[16.7 µM]
- Cneo AK release: 2

More structures
SMILES	PGC1a acetyl inh	E-selectin induc	PglD DTNB	RAD52 anneal inh	ERAP1 inh	RAD54 inh	miR122 inh	Cneo AK release
COc1cccc(CNC(=O)C[C@H]2C=C[C@H](NS(=O)(=O)c3ccccc3OC)[C@@H](CO)O2)c1	-3	0.4	-5	5	-7	2	·	-3
Cc1ccc(S(=O)(=O)Nc2cccc3c2O[C@@H](CN(C)Cc2ccc(Cl)c(Cl)c2)[C@H](C)CN([C@@H](C)CO)C3=O)cc1	-31	-0.4	1	18	-1	-10	42[16.7 µM]	0
COc1cccc(C(=O)Nc2cccc(SC)c2)c1	2	·	1	·	·	9	0	-9
COCc1cn(CC[C@@H]2CC[C@H](NC(=O)c3ccccc3)[C@@H](CO)O2)nn1	-3	-3.1	2	2	1	-5	·	5
Cc1ccc(S(=O)(=O)NNC(=O)C2Cc3c(ccc4ccccc34)O2)cc1 (stereo not given)	·	·	5	·	·	-11	-8	-2
O=S(=O)(c1ccc(SCCOc2ccccc2)nc1)N1CCCC1	1	·	-1	-7	0	8	-8	-1
COC(=O)c1ccc(NC(=O)CSc2nnc(-c3cccnc3)o2)cc1	·	0.2	0	-5	1	10	10	0
CC(C)C(c1nnnn1C1CCCCC1)N1CCN(c2ncccn2)CC1 (stereo not given)	-1	·	3	·	·	-4	9	1
COc1cc(/C=C/C(=O)OCC(=O)N2c3ccccc3NC(=O)C2(C)C)cc(OC)c1OC	-3	1.3	-3	-11	0	-12	-3	0
CC(C)C#Cc1ccc2c(c1)O[C@H](CN(C)C(=O)Cc1ccccn1)[C@@H](C)CN([C@@H](C)CO)S2(=O)=O	3	0.2	-2	-21	-2	0	26[16.7 µM]	8
CCCCc1c(C)[nH]c(C(=O)OCC)c1C	3	3.7	·	-18	-1	·	·	·
C=CCNC(=O)c1cc2c(=O)n3cccc(C)c3nc2s1	-12	0.8	5	-6	1	-6	7	0
O=C(COc1ccc([N+](=O)[O-])cc1)NN=C1CCCC1	-4	·	-5	-8	2	4	-7	3
Cc1ccc(-c2nnn(CC(=O)Nc3ccccc3-c3ccccc3)n2)c(-n2cnnn2)c1	-18	·	-4	·	·	-5	7	7
O=C(Nc1ccccn1)c1ccc2ccccc2n1	7	·	-6	·	·	-9	9	-5
CS(=O)(=O)N(CC(=O)Nc1cc(Cl)ccc1Cl)c1ccccc1Cl	-10	·	5	·	·	7	-11	2
